MBNL1 CUG block – inhibitors of human MBNL1 binding to CUG repeat RNA. Q9NR56. TR-FRET MBNL1-His/biotin-(CUG)12 binding, 665/545 ratio. Potency, µM (series often up to 57.5 µM), for inactives: at the highest dose activity change, negative = inhibition, actives largely listed as inhibitors. hit rate 0.036% among 280,000; active = well fitted inhibition curve with a large enough effect in the signal ratio, with a control signal flat, not every such curve was filed as active; inconclusive = small, poorly fitted or top-dose-only effect, or effect the other way, or a change in a side signal; inactive = no such curve, though single readings can be large or run the other way; the % refers to the signal ratio; note: potency is the fitted concentration of half-maximal effect; % is set by controls: 0 for no effect and ±100 for the full control effect
Target sequence (Q9NR56 whole entry, looked up): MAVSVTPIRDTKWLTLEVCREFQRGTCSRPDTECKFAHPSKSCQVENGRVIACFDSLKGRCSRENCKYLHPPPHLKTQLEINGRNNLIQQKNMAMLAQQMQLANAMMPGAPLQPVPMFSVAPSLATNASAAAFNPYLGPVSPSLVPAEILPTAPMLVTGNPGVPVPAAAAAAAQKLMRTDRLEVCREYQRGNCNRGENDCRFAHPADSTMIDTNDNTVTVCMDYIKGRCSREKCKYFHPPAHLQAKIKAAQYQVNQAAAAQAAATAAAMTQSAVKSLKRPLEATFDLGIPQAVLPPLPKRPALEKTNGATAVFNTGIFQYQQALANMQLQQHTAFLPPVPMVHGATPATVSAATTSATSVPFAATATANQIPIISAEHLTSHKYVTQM
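His-tagged MBNL1 binding to biotinylated (CUG)12 RNA was measured by TR-FRET using terbium anti-His antibody (0.055 ng/ul final) and streptavidin-XL665 (5 nM final). Compounds were titrated 92 nM to 58 uM; 60 min at room temperature.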
Mito fusion act – blocks mitochondrial division or promotes mitochondrial fusion; S. cerevisiae fusion-defective mutant growth rescue, CellTiterGlo 48 h; Potency, µM (top dose mostly 46.1 µM), for inactives: at the highest dose growth rescue (activation), most hits filed as activators; hit rate 0.23% among 320,000; AID 485298;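 note: potency is the fitted concentration of half-maximal effect; % of control where 0% means no effect; nearly all actives have a fitted effect of over 45% in size; temperature-sensitive fusion mutants such as fzo1-1 at 37 °C on non-fermentable ethanol glycerol medium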
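Read-out: ATP-based luminescence (CellTiterGlo, 10 min ambient) reporting growth of fusion-defective ts yeast after 48 hours at 37C on glycerol/ethanol YPEG medium in the presence of compound.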
RORg inh – inhibitors of mouse ROR gamma transcriptional activity | P51450 | hit rate 5.4% among 310,000 | Potency, µM (series often up to 53.6 µM), without a hit: top-dose activity change, negative = inhibition, most hits filed as inhibitors | Drosophila S2 Gal4-RORgamma UAS-luciferase reporter, 20 h; note: potency is the fitted concentration of half-maximal effect; % is set by controls: 0 for no effect and ±100 for the full control effect; nearly all actives have a fitted effect of over 60% in size
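Stable Schneider cell line, Gal4 DNA-binding domain fused to ROR gamma, UAS-luciferase. Cmpd 1 hr RT → CuSO4 700 uM final → 20 hr RT → luciferase reagent 10 min → luminescence.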
ELG1 DNA repair – ELG1-dependent DNA repair inhibition. HEK293T ELG1-luciferase reporter, luminescence, 16 h; DNA damage induced by 5-fluorouridine. Potency, µM (doses to about 46.1 µM), for the others: at the top dose activity change, negative = inhibition, actives largely listed as inhibitors. hit rate 2.3% among 330,000; note: potency is the fitted concentration of half-maximal effect; % is set by controls: 0 for no effect and ±100 for the full control effect; nearly all actives have a fitted effect of over 55% in size
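In this reporter screen, reduction of luminescence relative to DMSO vehicle indicated activity. Compounds and 5-fluorouridine were added together to 2,000 cells per well, incubated for 16 hr at 37 °C, then developed with ONE-Glo.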
NPC1 prom act – NPC1 promoter activation. Huh7 NPC1 promoter luciferase reporter, 24 h. Potency, µM (series often up to 9.22 µM), without a hit: at the highest dose activation, hits mostly activators. hit rate 2.4% among 320,000. AID 485313;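 note: potency is the fitted concentration of half-maximal effect; % of control where 0% means no effect; nearly all actives have a fitted effect of over 60% in size; reporter is driven by a mutant NPC1 promoter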
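Luciferase expression driven by the NPC1 promoter was measured in stably transfected Huh7 cells after a 24 h compound incubation, using a luciferase reagent and a luminescence read.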
FLuc modulator – firefly luciferase modulation, counter-screen for miR-21 project. purified FLuc, Km substrates, luminescence inhibition. P08659. Potency, µM (top dose mostly 57.5 µM), inactives show at the top dose activity change, negative = inhibition, usual class: inhibitors. hit rate 6.9% among 360,000;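 note: potency is the fitted concentration of half-maximal effect; plate controls were vehicle for no effect and reference inhibitor for full effect; nearly all actives have a fitted effect of over 55% in size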
Target sequence (P08659 whole entry, looked up): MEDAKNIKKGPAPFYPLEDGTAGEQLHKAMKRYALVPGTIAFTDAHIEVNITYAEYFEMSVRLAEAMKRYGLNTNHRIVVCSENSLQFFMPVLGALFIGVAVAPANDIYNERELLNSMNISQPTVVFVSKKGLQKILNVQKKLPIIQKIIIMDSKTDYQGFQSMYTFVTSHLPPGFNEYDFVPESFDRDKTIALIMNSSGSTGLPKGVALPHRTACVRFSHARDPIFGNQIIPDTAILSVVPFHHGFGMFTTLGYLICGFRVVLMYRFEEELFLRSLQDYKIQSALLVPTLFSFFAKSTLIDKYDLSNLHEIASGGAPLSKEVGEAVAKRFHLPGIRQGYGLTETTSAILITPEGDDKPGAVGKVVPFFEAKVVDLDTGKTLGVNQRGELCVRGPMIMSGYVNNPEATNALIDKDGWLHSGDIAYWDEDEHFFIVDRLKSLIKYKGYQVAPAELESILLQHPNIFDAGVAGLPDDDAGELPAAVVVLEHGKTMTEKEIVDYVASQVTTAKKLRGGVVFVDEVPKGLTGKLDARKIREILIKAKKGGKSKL
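Purified P. pyralis luciferase, 10 nM final, with Km-level 10 uM D-luciferin and 10 uM ATP in 50 mM Tris acetate pH 7.5, 10 mM Mg acetate, 0.01% Tween-20, 0.05% BSA; 6-point qHTS titration about 60 µM downward; luminescence read.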
Gal4-VP16 FLuc – Gal4-VP16 reporter inhibition counter-screen; hit rate 3.5% among 310,000; Drosophila S2 Gal4-VP16 UAS-luciferase, luminescence, 20 h; Potency, µM (series often up to 53.6 µM), for the others: at the highest dose activity, negative = inhibition, usual class: inhibitors;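 note: Gal4-VP16 expression switched on by copper sulfate through the metallothionein promoter; potency is the fitted concentration of half-maximal effect; % is set by controls: 0 for no effect and ±100 for the full control effect; nearly all actives have a fitted effect of over 50% in size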
Menin MLL FP TR – displaces Texas Red mutant MLL peptide from human menin | O00255 | Menin + Texas Red MLL mutant peptide, fluorescence polarization | Potency, µM (series often up to 61.6 µM), for inactives: at the top dose FP activity change, negative = inhibition, usual class: inhibitors | hit rate 0.23% among 270,000; active = well fitted inhibition curve with a large enough effect in the polarisation, with a control signal flat, not every such curve was filed as active; inconclusive = small, poorly fitted or top-dose-only effect, or effect the other way, or a change in a side signal; inactive = no such curve, though single readings can be large or run the other way; the % refers to the polarisation; note: potency is the fitted concentration of half-maximal effect; % of control where 0% means no effect; many of its hits are not listed in these tables
KCNH2 3.1 inh – inhibitors of human KCNH2 3.1 potassium channel isoform. U2OS KCNH2 3.1, thallium flux FluxOr; stronger effect = lower value. activity change, % (tested at about 1.8 µM). hit rate 0.95% among 340,000;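 active = maximum activity change below -70%; inconclusive = maximum activity change from -70% to -50%; inactive = maximum activity change above -50%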;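 note: thallium influx rate constant from kinetic fluorescence after stimulation buffer; % is set by controls: 0 for no effect and ±100 for the full control effect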
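Thallium flux read-out: FluxOr dye with Red40 quencher in HBSS/HEPES, 45 min at RT. Rate constants from kinetic reads were normalized to positive and negative DMSO controls. Cells: U2OS virally expressing the 3.1 isoform.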
PKM2 act – activators of human pyruvate kinase M2; Potency, µM (highest dose often 57.5 µM), for inactives: at the highest dose activation, most hits filed as activators; purified PKM2, Kinase-Glo ATP luminescence, activation; response scale: 0% is enzyme alone, no compound; AID 1631; hit rate 0.34% among 260,000; note: potency is the fitted concentration of half-maximal effect; % is set by controls: 0 for no effect and ±100 for the full control effect; nearly all actives have a fitted effect of over 55% in size
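Purified hPK-M2 (>95% pure) converted ADP (0.1 mM final) to ATP with 0.5 mM PEP in 50 mM imidazole pH7.2, KCl, MgCl2, Tween 20, BSA; 1 h at room temperature. ATP detected by Kinase-Glo luminescence.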
Rab9 prom act – activates the Rab9 promoter | Huh7 Rab9 promoter-luciferase reporter, luminescence, 24 h | Potency, µM (highest dose often 9.22 µM), inactives show top-dose activation, negative = inhibition, most hits filed as activators | hit rate 2.8% among 320,000 | AID 485297; note: potency is the fitted concentration of half-maximal effect; % of control where 0% means no effect; nearly all actives have a fitted effect of over 60% in size
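Huh7 cells stably carrying Rab9 promoter–luciferase reporter, plated 1500 cells/well, compound added after 2 h and incubated 24 h at 37 °C; luciferase luminescence then read after 10 min with detection reagent.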
Active calls of the source: *; [ ] = another dose, or the depositor's remark. Unless noted, calls come from the whole dose curve; as a rule, active = well fitted curve in the direction sought with a large enough effect; inconclusive = small, poorly fitted or top-dose-only effect, or another doubt; inactive = no such curve, though single readings can be large; an effect the other way counts as inactive or inconclusive.

What do the screens show for `COc1cc(C2CC(=O)c3cnc(N4CCN(Cc5ccccc5)CC4)nc3C2)cc(OC)c1OC` (stereo not given)?
MBNL1 CUG block: 2%; Mito fusion act: 14%; RORg inh: 3%; ELG1 DNA repair: 3.3µM*; NPC1 prom act: -20%; FLuc modulator: 13%; Gal4-VP16 FLuc: 4%; Menin MLL FP TR: 2%; KCNH2 3.1 inh: 7; PKM2 act: -2%; Rab9 prom act: -19%

How did NS(=O)(=O)C#Cc1ccccc1 do in these assays?
Mito fusion act: inconclusive; RORg inh: 5.6µM*; NPC1 prom act: -37%[inhibitor][46.1 µM]; Gal4-VP16 FLuc: inconclusive; Menin MLL FP TR: 18%; Rab9 prom act: -41%[inhibitor][46.1 µM]

Results for COC(=O)c1ccc(CN2CCCCC2)cc1 ?
MBNL1 CUG block: -2%; Mito fusion act: 3%; RORg inh: 0%; ELG1 DNA repair: 16%; NPC1 prom act: -4%; FLuc modulator: 2%; Gal4-VP16 FLuc: 3%; KCNH2 3.1 inh: -6; PKM2 act: -1%; Rab9 prom act: -5%

What do the screens show for `Cc1ccc2[nH]c(=O)c(CN(CC3CCCO3)S(=O)(=O)c3c(C)ccc4nsnc34)cc2c1` (stereo not given)?
MBNL1 CUG block: 24%; Mito fusion act: 4%; RORg inh: 13%; ELG1 DNA repair: -11%; NPC1 prom act: -2%; FLuc modulator: -1%; Gal4-VP16 FLuc: -2%; Menin MLL FP TR: -14%; KCNH2 3.1 inh: -14; PKM2 act: -1%; Rab9 prom act: -6%

Results for CCOC(=O)N1CCC(NC(=O)C2=CCN(S(=O)(=O)c3ccccc3)CC2)CC1 ?
MBNL1 CUG block: -9%; Mito fusion act: 4%; RORg inh: 20%; ELG1 DNA repair: inconclusive; NPC1 prom act: -4%; FLuc modulator: 1%; Gal4-VP16 FLuc: -4%; KCNH2 3.1 inh: 15; PKM2 act: -2%; Rab9 prom act: -4%

What do the screens show for `COc1ccc(NC(C)=O)cc1CP(=O)(c1ccccc1)c1ccccc1`?
MBNL1 CUG block: -7%; Mito fusion act: 8%; RORg inh: 18%; ELG1 DNA repair: -7%; NPC1 prom act: -3%; FLuc modulator: 0%; Gal4-VP16 FLuc: 2%; Menin MLL FP TR: -29%; KCNH2 3.1 inh: -5; Rab9 prom act: -9%

What do the screens show for `CC(=O)c1ccc(OCC(O)COc2ccc(C(C)=O)cc2)cc1`?
MBNL1 CUG block: inconclusive; Mito fusion act: 6%; RORg inh: 6%; ELG1 DNA repair: -5%; NPC1 prom act: -1%; FLuc modulator: -1%; Gal4-VP16 FLuc: 1%; Menin MLL FP TR: -17%; KCNH2 3.1 inh: 11; PKM2 act: 0%; Rab9 prom act: 12%

Results for COc1ccc(-c2cn3c(C)c(C(=O)Nc4ccncc4)sc3n2)cc1 ?
Mito fusion act: 10%; RORg inh: -20%; ELG1 DNA repair: -2%; NPC1 prom act: -4%; FLuc modulator: inconclusive; Gal4-VP16 FLuc: 13µM*; Menin MLL FP TR: -7%; KCNH2 3.1 inh: 9; PKM2 act: 10%; Rab9 prom act: -1%

What do the screens show for `CCCc1c(C)nc2c(Br)cccc2c1Cl`?
MBNL1 CUG block: 10%; Mito fusion act: 1%; RORg inh: -18%; ELG1 DNA repair: -1%; NPC1 prom act: -1%; FLuc modulator: inconclusive; Gal4-VP16 FLuc: 1%; Menin MLL FP TR: -4%; KCNH2 3.1 inh: 3; PKM2 act: 14%; Rab9 prom act: -4%

How did Cc1ccc(NC(=O)NCC2CCN(Cc3cccc(Cl)c3)CC2)c(Cl)c1 do in these assays?
MBNL1 CUG block: -11%; Mito fusion act: -7%; RORg inh: -13%; ELG1 DNA repair: 2%; NPC1 prom act: -7%; FLuc modulator: -4%; Gal4-VP16 FLuc: -6%; Menin MLL FP TR: -12%; KCNH2 3.1 inh: -3; PKM2 act: -5%; Rab9 prom act: -24%

Results for COc1ccc(C=C2C=C(C(C)(C)C)C(=O)C(C(C)(C)C)=C2)cc1OC ?
MBNL1 CUG block: 0%; Mito fusion act: -8%; RORg inh: 7.1µM*; ELG1 DNA repair: inconclusive; NPC1 prom act: -35%[inhibitor]; FLuc modulator: -5%; Gal4-VP16 FLuc: 4.5µM*; Menin MLL FP TR: -1%; KCNH2 3.1 inh: -15; PKM2 act: 2%; Rab9 prom act: -17%

What do the screens show for `CN(CC(=O)NNC(=O)CNC(=O)c1cccs1)S(=O)(=O)c1ccc(Cl)cc1`?
Mito fusion act: 1%; ELG1 DNA repair: 8%; NPC1 prom act: -1%; FLuc modulator: 7%; KCNH2 3.1 inh: -4; Rab9 prom act: 1%

What do the screens show for `CC(CCc1ccccc1)NC(=O)C(C)OC(=O)c1ccco1` (stereo not given)?
Mito fusion act: 1%; ELG1 DNA repair: 18%; NPC1 prom act: 2%; FLuc modulator: 1%; KCNH2 3.1 inh: 2; Rab9 prom act: 1%

What do the screens show for `C=CCc1cccc(/C=N/NC(=O)C(=O)Nc2ccc(C)cc2)c1O`?
MBNL1 CUG block: 6%; Mito fusion act: -2%; RORg inh: 2.2µM*; ELG1 DNA repair: -9%; NPC1 prom act: -3%; FLuc modulator: -12%; Gal4-VP16 FLuc: 11µM*; Menin MLL FP TR: 1%; KCNH2 3.1 inh: 14; PKM2 act: -4%; Rab9 prom act: 3%

Results for COC(=O)c1ccc(N=c2sc(C(=O)OC)cc(=O)n2C)cc1 ?
MBNL1 CUG block: -7%; Mito fusion act: -2%; RORg inh: 5%; ELG1 DNA repair: inconclusive; NPC1 prom act: -4%; FLuc modulator: 0%; Gal4-VP16 FLuc: -1%; Menin MLL FP TR: 1%; KCNH2 3.1 inh: 8; PKM2 act: 3%; Rab9 prom act: -10%

How did COc1cccc(N(C(=O)CCl)C(C(=O)NCCc2ccccc2)c2cccs2)c1 (stereo not given) do in these assays?
Mito fusion act: 20%; RORg inh: 13µM*; ELG1 DNA repair: 16µM*; NPC1 prom act: -40%[inhibitor]; FLuc modulator: -16%; Gal4-VP16 FLuc: -18%; Menin MLL FP TR: -10%; KCNH2 3.1 inh: 11; PKM2 act: -1%; Rab9 prom act: -44%[inhibitor]

What do the screens show for `O=S(=O)(NCCOc1cccc2cccnc12)c1ccc(F)cc1`?
MBNL1 CUG block: 1%; Mito fusion act: -2%; RORg inh: -1%; ELG1 DNA repair: -3%; NPC1 prom act: -2%; FLuc modulator: 1%[2.3 µM]; Gal4-VP16 FLuc: -4%; Menin MLL FP TR: 8%; KCNH2 3.1 inh: -5; PKM2 act: -2%; Rab9 prom act: -5%

What do the screens show for `Cn1nccc1C(=O)Oc1cccc(/C=N/NC(=O)c2ccccc2O)c1`?
MBNL1 CUG block: 20%; Mito fusion act: inconclusive; RORg inh: inconclusive; ELG1 DNA repair: inconclusive; NPC1 prom act: -1%; FLuc modulator: 9.5µM*; Gal4-VP16 FLuc: inconclusive; Menin MLL FP TR: inconclusive; KCNH2 3.1 inh: -1; PKM2 act: 2%; Rab9 prom act: 9%

How did CN1CCN(CC#Cc2ccccc2)CC1CCO (stereo not given) do in these assays?
MBNL1 CUG block: -2%; Mito fusion act: -7%; RORg inh: 6%; ELG1 DNA repair: 7%; NPC1 prom act: 2%; FLuc modulator: 2%; Gal4-VP16 FLuc: -4%; Menin MLL FP TR: 0%; KCNH2 3.1 inh: 0; PKM2 act: 1%; Rab9 prom act: -10%

How did CSCC[C@H](NC(=O)Cc1c(C)c2cc3c4c(oc3cc2oc1=O)CCCC4)C(=O)O do in these assays?
MBNL1 CUG block: -3%; Mito fusion act: 7%; RORg inh: 10%; ELG1 DNA repair: inconclusive; NPC1 prom act: 0%; FLuc modulator: 11µM*; Gal4-VP16 FLuc: -8%; Menin MLL FP TR: inconclusive; KCNH2 3.1 inh: 10; Rab9 prom act: 1%

Results for CCn1c(=O)c(C(=O)Nn2c(C)nc3ccccc3c2=O)c(O)c2ccccc21 ?
MBNL1 CUG block: -15%; Mito fusion act: 24%; RORg inh: -13%; ELG1 DNA repair: -5%; NPC1 prom act: 0%; FLuc modulator: -1%; Gal4-VP16 FLuc: -1%; Menin MLL FP TR: 2%; KCNH2 3.1 inh: -10; PKM2 act: 5%; Rab9 prom act: -1%

Not all compounds are listed. The share of hits here may be higher or lower than overall.
